GAA glycogen – alters human alpha-glucosidase cleavage of glycogen; P10253; recombinant GAA, glycogen substrate, Amplex Red glucose oxidase fluorescence; 300,000 compounds, 0.38% hits; Potency, µM (highest dose often 76.4 µM), inactives show at the highest dose activity change, negative = inhibition, most hits filed as inhibitors; active means well fitted inhibition curve with a large enough effect; inconclusive means small, poorly fitted or top-dose-only effect, or another doubt; inactive means no such curve, though single readings can be large or run the other way;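 further: 0% = full enzyme reaction and -100% = no-enzyme basal signal; the screen sought inhibitors and activators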
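Recombinant human enzyme (4 nM); glycogen substrate; 37 C, 40 min, pH 5.0. Readout: coupled glucose oxidase/Amplex Red fluorescence.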
The depositor's hits bear a star; ? = inconclusive; [ ] = dose if it differs, or a comment. Potency means the concentration at half of the fitted maximal effect.

GAA glycogen,compound
6%,Cn1c(SCc2ccccc2)nc2c1c(=O)[nH]c(=O)n2C
-12%[76.3 µM],CCNC(=S)NNC(=O)Cn1c(=O)c2c(ncn2CCOC)n(Cc2ccccc2)c1=O
5%,CC(=O)Nc1ccc(Oc2nc(C(F)(F)F)nc3ccccc23)cc1
-4%[76.3 µM],CCOc1ccccc1CNc1nc2ccccc2n1C
9%[76.3 µM],CC1Cc2ccccc2N1S(=O)(=O)c1nnc(NC(=O)c2ccccc2)s1 (stereo not drawn)
-6%[76.3 µM],O=C(NCc1ccccc1)c1cc2sccc2n1Cc1ccc(F)cc1
-16%[76.3 µM],COc1ccc(NC(=O)CCc2nc3cccnc3n2-c2ccccc2)cc1Cl
-8%[76.3 µM],Cc1c(C(=O)N2CCC(c3nc4ccccc4s3)CC2)oc2cc(Br)ccc12
-4%[76.3 µM],O=S(=O)(c1cccc(F)c1)N1CCN(C(=S)NCC2CCCO2)CC1 (stereo not drawn)
-4%[76.3 µM],Cc1ccc(Cl)cc1N1CCN(C(=O)C2CCCN(S(=O)(=O)c3ccc(Br)s3)C2)CC1 (stereo not drawn)
0%,CCOC(=O)CC1C(=O)NCCN1C(=O)c1c(Cl)cccc1Cl (stereo not drawn)
-10%,CC(=O)N(/N=C1/C(=O)Nc2ccccc21)c1ccccc1
-2%[76.3 µM],COc1ccc(CCNS(=O)(=O)c2cn(C)nc2C)cc1OC
-1%,CCOC(=O)C1CCN(C(=O)CCCNC(=O)Cn2cnc3sc(C)c(C)c3c2=O)CC1
-8%[76.3 µM],CC(C)N(Cc1ccccc1)C(=O)c1nc(-c2ccc(Cl)cc2)n2c1CCCCC2
2%[76.3 µM],COc1ccc(CCC(=O)NNC(=O)Cn2nc(C)cc2C)cc1
3%[76.3 µM],CC(C)[C@H](NC(=O)c1ccccc1Cl)C(=O)OCC(=O)NC(=O)NC1CCCC1
11%[76.3 µM],Cc1cc(C)c2oc(C(=O)Nc3ccc(S(=O)(=O)Nc4ncccn4)cc3)cc(=O)c2c1
-14%[76.3 µM],COc1cccc(NC(=O)c2ccc3nc(C)sc3c2)c1
-11%[76.3 µM],O=C(CSc1nc(-c2ccccc2)[nH]c1-c1ccccc1)Nc1ccc2c(c1)OCO2
?,C=CCN=C1N[C@@H](c2ccc(Br)cc2)C(C(=O)OC)=C(C)N1Cc1ccccc1
-1%[76.3 µM],Cc1nc(-c2ccccc2)sc1-c1ccc(SCC(=O)Nc2ccc(F)cc2F)nn1
-8%[76.3 µM],CCc1nn(CC(=O)NCCN(CC(C)C)CC(C)C)c(=O)c2cc3sc(C)cc3n12
-3%[76.3 µM],CCc1noc(C)c1C(=O)N1CCSC1=Nc1cccc(Cl)c1C
-21%[76.3 µM],Cc1c(Cl)cccc1NC(=O)Nc1nnc(N(C)Cc2ccccc2)s1
0%[76.3 µM],CCCc1nnc(NC(=O)C(CC)Sc2nnc3c4ccccc4n(C)c3n2)s1 (stereo not drawn)
0%[76.3 µM],O=C(NN1C(=O)/C(=C/c2ccc(O)c(O)c2)SC1=S)c1ccccc1
15%[76.3 µM],CCSc1nc(-c2ccccc2)nc2c1Cc1c(CO)cnc(C)c1O2
4%,O=S1(=O)N=C(N(CCO)/N=C/c2ccccc2F)c2ccccc21
-6%[76.3 µM],O=C(CNc1ccccc1Cl)c1ccc(Br)cc1
-4%[76.3 µM],COc1ccccc1C1NC(=O)NC(C)=C1C(=O)OC1CCCC(C)C1 (stereo not drawn)
19%[76.3 µM],CN(C)c1ccc(-c2nc(-c3cccs3)c(-c3cccs3)[nH]2)cc1

6 entries from above, reformatted:
| Molecule | GAA glycogen |
| --- | --- |
| CN(C)c1ccc(-c2nc(-c3cccs3)c(-c3cccs3)[nH]2)cc1 | 19%[76.3 µM] |
| O=C(CNc1ccccc1Cl)c1ccc(Br)cc1 | -6%[76.3 µM] |
| COc1ccccc1C1NC(=O)NC(C)=C1C(=O)OC1CCCC(C)C1 (stereo not drawn) | -4%[76.3 µM] |
| CCCc1nnc(NC(=O)C(CC)Sc2nnc3c4ccccc4n(C)c3n2)s1 (stereo not drawn) | 0%[76.3 µM] |
| O=S1(=O)N=C(N(CCO)/N=C/c2ccccc2F)c2ccccc21 | 4% |
| O=C(NN1C(=O)/C(=C/c2ccc(O)c(O)c2)SC1=S)c1ccccc1 | 0%[76.3 µM] |

(more compounds)
GAA glycogen,compound
-4%[76.3 µM],Cc1ccc2nc(N(CCCN(C)C)C(=O)c3ccc4ncsc4c3)sc2c1
-9%[76.3 µM],COc1ccc(CCN2CC(C(=O)NCC3(O)CCCCC3)CCC2=O)cc1 (stereo not drawn)
-3%[76.3 µM],Cc1ccc(OCc2ccc(-c3nc(C#N)c(N4CCN(c5cccc(Cl)c5)CC4)o3)o2)cc1
-3%[76.3 µM],COc1ccc(NS(=O)(=O)c2cc3c(cc2C)N(C(C)=O)CCO3)c(OC)c1
-3%[76.3 µM],CC(=O)N1Cc2[nH]c3ccccc3c2CC1C(=O)O (stereo not drawn)
8%[76.3 µM],Cc1ccc(-c2nc3ccccc3[nH]2)cc1NC(=O)COc1cccc(C)c1C
-7%[76.3 µM],Cc1nc(N2C(=O)c3oc4ccccc4c(=O)c3C2c2ccccc2F)sc1C (stereo not drawn)
-5%[76.3 µM],Cc1ccc2c(C)c(C(=O)N(Cc3ccc(Cl)cc3)C3CCS(=O)(=O)C3)oc2c1 (stereo not drawn)
-5%,C=CCN1C(=O)c2ccccc2Sc2ccc(C(=O)NCCC)cc21
4%[76.3 µM],CCOc1ccc(S(=O)(=O)NCCC(=O)NCC2(N3CCCCC3)CCCCC2)cc1
?,O=c1c(-c2cccc(Cl)c2)c[nH]n1-c1ccccc1
10%[76.3 µM],COc1ccc(-c2c(C#N)c(SCC(=O)Nc3ccc(C)cc3)nc(C)c2C(=O)Nc2ccccc2)cc1
22%[76.3 µM],O=c1[nH]c(=O)n(-c2cc(Br)c(O)c(Br)c2)cc1Br
-5%[76.3 µM],CCC(C)c1ccc(NC(=O)c2c([N+](=O)[O-])cnn2CC)cc1 (stereo not drawn)
17%[76.3 µM],COc1ccc(CNC(=O)CC2Oc3ccc(C)cc3NC2=O)cc1 (stereo not drawn)
-7%[76.3 µM],Cc1cccc(C(=O)Nc2ccc(-c3nc4cc(C(C)C)ccc4o3)cc2)c1
2%[76.3 µM],CCOC(=O)N1CCN(S(=O)(=O)N2CCCC(C(=O)NCc3ccccc3Cl)C2)CC1 (stereo not drawn)
12%[76.3 µM],CNC(=O)Cn1cc(S(=O)(=O)Cc2ccccc2F)c2ccccc21
2%,O=C(Nc1ccccc1)c1ccc(=O)[nH]n1
-18%,COc1cc2[nH]c(C(=O)N(C)Cc3ccccc3)cc2c(OC)c1OC
-3%,COc1ccc(NC(=O)CN2CCN(S(=O)(=O)N3CCCCCC3)CC2)cc1
2%,COc1ccc(S(=O)(=O)Nc2ccc(N3CCOCC3)cc2)cc1
3%,Cc1cc(NC(=O)CCN2CCN(Cc3ccccc3)CC2)ccc1Br
-1%[76.3 µM],O=C(CSc1nc2sc3c(c2c(=O)n1-c1ccccc1)CCCC3)N/N=C/c1ccccc1C(=O)O
-16%[76.3 µM],C[C@@]12C(=O)N(c3cccc(F)c3)C(=O)N1[C@H](c1ccc(F)cc1)[C@@H]1C(=O)N(C3CCCCC3)C(=O)[C@@H]12
-4%[76.3 µM],O=C(CCS(=O)(=O)c1ccccc1Cl)NCCC1=CCCCC1
4%,O=C(O)CSc1nnc(NC(=O)CN2CCOCC2)s1
5%[76.3 µM],Cc1ccc(CNc2nc3ccc(Cl)cc3n3nnnc23)cc1
-2%,COc1ccc(OC)c(CNC(=O)CCSCc2ccc(F)cc2Cl)c1
5%[76.3 µM],CCC(=O)N1CCc2cc(S(=O)(=O)Nc3cc(C)ccc3OC)ccc21
-3%[76.3 µM],Cc1cc(C)c2c(n1)nn1c(C)c(CCC(=O)NCc3ccccc3Cl)c(C)nc21
7%[76.3 µM],COc1cccc(NC(=O)c2ccc(CN3CCc4ccccc4C3)cc2)c1
2%[76.3 µM],COc1ccc(CCNC(=O)C2CCC(C(C)(C)C)CC2)cc1OC (stereo not drawn)
-10%[76.3 µM],Cc1ccn2cc(-c3cccc(S(=O)(=O)N4CCCCC4)c3)nc2c1
1%[76.3 µM],O=C(Nc1c(C(=O)Nc2ccc(F)cc2)oc2ccccc12)c1cc2ccccc2o1
15%[76.3 µM],O=C(CN1C(=O)c2cccnc2Oc2ccc(Cl)cc21)NCCCN1CCCCC1
-11%[76.3 µM],O=C1CC(c2c(F)cccc2Cl)c2c(ccc3ccccc23)N1 (stereo not drawn)
-1%,Cc1sc2ncn(CC(=O)NCC(=O)N3CCN(c4ccc(F)cc4)CC3)c(=O)c2c1C
5%[76.3 µM],COc1cc(OC)c(OC)cc1CNCCCSc1nnnn1C
2%,O=C(O)c1ccccc1C(=O)c1ccc2c(c1)CCC2
-2%[76.3 µM],COc1ccc(N2CCN(S(=O)(=O)CC34CCC(CC3=O)C4(C)C)CC2)cc1 (stereo not drawn)
14%[76.3 µM],Cc1ccc(C)c(OCCn2cc(C(=O)c3cccs3)c3ccccc32)c1
-5%[76.3 µM],O=S(=O)(/N=C(/Nc1ccc(Cl)c(S(=O)(=O)N2CCOCC2)c1)c1ccc(F)cc1)c1ccccc1
-5%[76.3 µM],O=C(NCCN1CCOCC1)c1cc(-c2ccc(Cl)s2)nc2ccccc12
2%,COc1cccc(/C=C2\SC(N3CCCC(C)C3)=NC2=O)c1OC (stereo not drawn)
4%,CS(=O)(=O)Nc1cccc(C2=NN(C(=O)c3cccc([N+](=O)[O-])c3)C(c3cccs3)C2)c1 (stereo not drawn)
4%,CCCn1c2ccccc2c2cnn(CC(=O)O)c(=O)c21
1%[76.3 µM],Cc1ccccc1CN1C(=O)c2ccccc2S(=O)c2ccc(C(=O)N3CCOCC3)cc21 (stereo not drawn)

Brought forward from above: three entries; new compounds follow.
GAA glycogen,compound
4%,CS(=O)(=O)Nc1cccc(C2=NN(C(=O)c3cccc([N+](=O)[O-])c3)C(c3cccs3)C2)c1 (stereo not drawn)
4%,CCCn1c2ccccc2c2cnn(CC(=O)O)c(=O)c21
1%[76.3 µM],Cc1ccccc1CN1C(=O)c2ccccc2S(=O)c2ccc(C(=O)N3CCOCC3)cc21 (stereo not drawn)
-9%[76.3 µM],O=C(c1ccc(Cl)c(S(=O)(=O)N2CCCCC2)c1)N1CCCCC1
7%,CC(=O)N/C(=N\c1nc(C)cc(C)n1)Nc1ccccc1Cl
-4%[76.3 µM],O=C(C1CC(=O)N(c2ccc3c(c2)OCCO3)C1)N1CCN(c2ccccc2O)CC1 (stereo not drawn)
7%[76.3 µM],O=C(c1cc2cc3ccc(Cl)cc3nc2o1)N1CCN(c2cccc(Cl)c2)CC1
5%[76.3 µM],CC(C)c1ccccc1OCCCN1CCCC1
0%[76.3 µM],COc1cccc(-c2ccc3c(N)c(C(=O)Nc4ccc(C)c(F)c4)sc3n2)c1
12%[76.3 µM],Cc1cccc(OCC(=O)Nc2nnc(S(=O)(=O)N3CCc4ccccc43)s2)c1
?,CCS(=O)(=O)c1c(S(=O)(=O)CC)c2cc(C(C)(C)C)ccn2c1C(=O)c1ccc(F)cc1
6%,COc1cccc(CN2CCN(Cc3ccco3)CC2)c1
-13%[76.3 µM],Cc1cccc(NC(=O)c2c(NC(=O)c3cccs3)sc3c2CCC(C)C3)c1 (stereo not drawn)
-8%,NNC(=O)CSc1nnc(-c2ccccc2)n1-c1ccccc1
3%,COc1ccccc1C(=O)N/C(=C\c1ccccc1)C(=O)NC(Cc1ccccc1)C(=O)O (stereo not drawn)
-21%[76.3 µM],Cc1ccc(CCNC(=O)CNS(=O)(=O)c2ccc3nc(C)sc3c2)cc1
3%,Cc1cccc(-c2nc(S(=O)(=O)c3ccccc3)c(N3CCOCC3)o2)c1
-1%,CC1CN(C(=O)COC(=O)c2ccc(O)cc2)CC(C)O1 (stereo not drawn)
-4%[76.3 µM],CCOC(=O)C1CCCN(C(=O)c2ccc3c(c2)N(Cc2ccc(Cl)cc2)C(=O)c2ccccc2S3=O)C1 (stereo not drawn)

Laid out differently: four of the compounds above.
> COc1cccc(CN2CCN(Cc3ccco3)CC2)c1
  GAA glycogen: 6%

> Cc1cccc(NC(=O)c2c(NC(=O)c3cccs3)sc3c2CCC(C)C3)c1 (stereo not drawn)
  GAA glycogen: -13%[76.3 µM]

> NNC(=O)CSc1nnc(-c2ccccc2)n1-c1ccccc1
  GAA glycogen: -8%

> COc1ccccc1C(=O)N/C(=C\c1ccccc1)C(=O)NC(Cc1ccccc1)C(=O)O (stereo not drawn)
  GAA glycogen: 3%

(list continues)
GAA glycogen,compound
-8%,CN(C)C(CNC(=O)CCc1c[nH]c2ccccc12)c1ccccc1 (stereo not drawn)
-10%[76.3 µM],COc1cc(-c2noc(C)c2C(=O)NCCO)cc(OC)c1OC
17%[76.3 µM],Cc1ccc(OC(C)C(=O)N2CCN(CCc3ccccn3)CC2)cc1C (stereo not drawn)
2%[76.3 µM],Cc1ccc(NC(=O)c2nnn(Cc3ccccc3)c2N)cc1C
-2%[76.3 µM],CCCCn1c(N)c(N(CC(C)C)C(=O)c2ccc(Br)s2)c(=O)[nH]c1=O
2%[76.3 µM],Cc1cc(NC(=O)c2cccnc2)cc(-c2nc3cc(Cl)ccc3o2)c1O
?,CSc1ccc(CCNC(=O)c2cnn(-c3ccccc3)c2-n2cccc2)cc1
10%[76.3 µM],Cc1ccc2c(c1)N(CC(=O)Nc1ccccc1C(F)(F)F)C(=O)c1cccnc1O2

Source: PubChem (National Center for Advancing Translational Sciences (NCATS))

Only part of the results is shown; rates above refer to the full screens.
